# High-throughput results: PubChem, several laboratories
# Rad51 HR inh: human RAD51 strand exchange inhibitors, primary screen, biochemical, fluorescence | hRad51 DNA strand exchange, fluorescence dequenching | actives 0.085% (n = 200,000) | inhibition, % at 10 µM | AID 1385, 2008 | DNA repair protein RAD51 homolog 1 (Homo sapiens), Q06609;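 active means inhibition above 40% at the single screening dose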;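 further: 0% = DMSO control wells and 100% = blanks with heterologous ssDNA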
#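 Material: human Rad51–ssDNA filaments; Probe or stimulus: labelled 47-mer dsDNA for strand exchange; Doses: single 10 µM dose; Incubation: 37 °C 15-min filament assembly, 30-min compound preincubation, 15-min exchange; Technique: FRET fluorescence dequenching, excitation 485 nm, emission 520 nm; Measure: Fluorescence-based percent inhibition, control- and blank-normalised; Benchmarks: plate control and blank wells.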
# FXIIa inh 1536: human FXIIa protease inhibitors, primary screen, biochemical, 1536-well; Coagulation factor XII (Homo sapiens), P00748; actives 0.3% (n = 220,000); AID 800, 2007; inhibition, % at 5 µM; purified FXIIa, Boc-QGR-AMC fluorogenic substrate, 2 h; in the data active means inhibition above about 40%;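 further: 0% = enzyme with no compound and 100% = blank without enzyme; many of its hits are not listed in these tables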
# KLK5 inh: human KLK5 protease inhibitors, primary screen, biochemical, 1536-well; inhibition, % at 5 µM; actives 0.59% (n = 210,000); AID 873, 2007; recombinant hK5, fluorogenic AMC substrate cleavage; Kallikrein-5 (Homo sapiens), Q9Y337;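 active means inhibition of 40% or more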;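 further: 0% = enzyme controls without compound and 100% = no-enzyme blanks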
# Calpain2 inh: inhibitors of pig calpain II, primary screen, biochemical, fluorogenic peptide substrate, 1536-well. purified calpain II, 30 min. inhibition, % at 16 µM. actives 0.37% (n = 220,000). AID 1236, 2008;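 active means inhibition above about 50%, limit read from the data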
# FXIa inh 1536: human FXIa protease inhibitors, primary screen, biochemical, 1536-well; purified FXIa, Boc-Glu-Ala-Arg-AMC fluorogenic substrate; actives 0.14% (n = 220,000); AID 798, 2007; Coagulation factor XI (Homo sapiens), P03951; inhibition, % at 5 µM;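 active means inhibition of at least 40%; inactive means inhibition below 40%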;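 further: fluorescence of freed AMC excited at 355 nm; 0% = enzyme without compound and 100% = no enzyme blank; many of its hits are not listed in these tables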
# KCC2 mod: KCC2 cotransporter modulators, thallium flux, primary screen, cell-based, HEK293 KCC2, FluoZin-2 fluorescence, MLSMR | Solute carrier family 12 member 5 (Homo sapiens), Q9H2X9 | KCC2 cells, thallium flux FluoZin-2 fluorescence | B-score of Tl+ flux slope (higher = more flux/activation; lower = inhibition) at 10 µM | actives 2.2% (n = 190,000) | AID 1456, 2008;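 active means thallium flux slope and its plate-corrected score both differing from the plate sample mean at a set confidence after two filtering rounds, in either direction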;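 further: slope of fluorescence scaled to starting intensity during 10 to 20 s after thallium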
# Target sequence (Q9H2X9 whole entry, looked up): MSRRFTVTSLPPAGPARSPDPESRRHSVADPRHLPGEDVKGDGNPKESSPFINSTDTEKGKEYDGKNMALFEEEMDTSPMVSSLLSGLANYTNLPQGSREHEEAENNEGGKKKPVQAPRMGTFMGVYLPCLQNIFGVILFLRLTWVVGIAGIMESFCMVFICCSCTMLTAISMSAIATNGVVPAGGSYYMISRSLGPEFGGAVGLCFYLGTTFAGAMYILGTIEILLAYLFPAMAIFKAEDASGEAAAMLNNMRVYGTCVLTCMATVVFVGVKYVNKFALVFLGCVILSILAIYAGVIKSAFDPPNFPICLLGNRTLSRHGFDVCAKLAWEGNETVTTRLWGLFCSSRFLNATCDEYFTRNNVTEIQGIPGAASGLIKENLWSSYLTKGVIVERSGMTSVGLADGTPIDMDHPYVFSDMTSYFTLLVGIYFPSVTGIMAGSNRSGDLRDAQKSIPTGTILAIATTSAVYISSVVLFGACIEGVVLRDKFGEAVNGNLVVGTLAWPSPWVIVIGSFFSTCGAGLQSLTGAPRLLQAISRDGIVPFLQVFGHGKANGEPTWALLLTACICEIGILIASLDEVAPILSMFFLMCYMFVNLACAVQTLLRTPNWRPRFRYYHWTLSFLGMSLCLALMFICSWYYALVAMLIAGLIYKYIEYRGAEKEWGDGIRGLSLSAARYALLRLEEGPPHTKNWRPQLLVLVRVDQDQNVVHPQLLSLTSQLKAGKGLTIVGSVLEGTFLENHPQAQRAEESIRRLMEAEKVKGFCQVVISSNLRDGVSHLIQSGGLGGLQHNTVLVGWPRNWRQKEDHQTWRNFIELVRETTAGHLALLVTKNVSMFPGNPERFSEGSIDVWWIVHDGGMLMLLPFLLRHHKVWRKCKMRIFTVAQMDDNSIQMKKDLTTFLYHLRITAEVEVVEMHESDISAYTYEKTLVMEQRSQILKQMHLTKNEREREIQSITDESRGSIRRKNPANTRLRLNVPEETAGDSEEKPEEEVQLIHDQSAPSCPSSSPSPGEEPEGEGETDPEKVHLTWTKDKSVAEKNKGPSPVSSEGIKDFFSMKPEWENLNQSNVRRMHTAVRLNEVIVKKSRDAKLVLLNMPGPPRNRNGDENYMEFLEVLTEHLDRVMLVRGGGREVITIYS
# Furin inhibitor: human furin inhibitors, primary screen, biochemical, fluorescence intensity; P09958; purified furin, fluorogenic substrate cleavage; inhibition, % at 30 µM; actives 0.061% (n = 220,000); AID 463115, 2010; in the data active means inhibition above about 25%; further: inactives centre near -15
# PERK inh: block of dimerizer-induced PERK translation repression, primary screen, PERK inhibitor project, CHO PERK-DD cells, SEAP luminescence, HTS. inhibition, % at 5.6 µM. actives 0.17% (n = 220,000). AID 1416, 2008. Eukaryotic translation initiation factor 2-alpha kinase 3 (Homo sapiens), Q9NZJ5. CHO PERK-DD fusion, SEAP luminescence translation reporter;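 active means inhibition above the mean inhibition of all tested compounds plus 3 SD, set separately per screening campaign, cut at about 2.9% in these data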;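 further: PERK kinase domain activated by AP20187 dimerizer at 100 nM; 0% = DMSO with dimerizer and 100% = rapamycin at 8.4 µM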
# thrombin 1536: human alpha-thrombin inhibitors, primary screen, counter-screen for coagulation protease inhibitor project, biochemical, 1536-well, fluorogenic AMC substrate; Prothrombin (Homo sapiens), P00734; Boc-VPR-AMC fluorogenic substrate cleavage; actives 0.26% (n = 220,000); inhibition, % at 5 µM;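 active means inhibition at or above 40%; inactive means inhibition below 40%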;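 further: 0% = enzyme with no compound and 100% = wells without enzyme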
#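 Material: Human alpha-thrombin protein | Buffer or medium: pH 7.5 Tris-saline with Tween 20 | Reagent: Boc-VPR-AMC substrate, 15 µM final | Schedule: Reaction at ambient temperature | Detection: AMC fluorescence at 355 nm excitation and 460 nm emission | Evaluation: Percent inhibition scaled between no-compound controls and no-enzyme blanks | Controls: no-compound enzyme wells and no-enzyme blanks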
# * marks the source's active call; other numbers are inactive results; i = inactive; . = not tested or not shown; [ ] = remark or other dose. A portion of the library; count on the stated rates, not on these rows.
SMILES,Rad51 HR inh,FXIIa inh 1536,KLK5 inh,Calpain2 inh,FXIa inh 1536,KCC2 mod,Furin inhibitor,PERK inh,thrombin 1536
O=C(NN1C(=O)C2C(c3ccccc3)C=CC(c3ccccc3)C2C1=O)c1cccc(Br)c1 (stereo unspecified),-9,6,0,-26,0,-0.53,-28,-0.2,-4
COc1cc(/C=N/Nc2ccc(S(N)(=O)=O)cc2)cc(OC)c1OC,.,6,2,-16,-1,0.49,-14,0.6,-3
CC(=O)Nc1ccc(/C=N/NC(=O)c2cccc(S(=O)(=O)N3CCOCC3)c2)cc1,6,7,-15,-3,4,0.8,1,0.7,-4
COc1ccc(N(C)C(=O)c2cc3c(s2)-c2c(C)cccc2OC3)c(OC)c1,3,8,0,1,2,-1.1,-11,0.8,1
COCCCNC(=O)c1ccccc1NS(C)(=O)=O,17,4,-13,-82,2,1,-6[20 µM],0.5,1
O=S(=O)(NCCN1CCOCC1)c1cccs1,14,14,16,-23,2,2.3,-26,0.5,5
CCCn1c(=O)[nH]c(=O)c2c(C(=O)OCC)cc(-c3cccs3)nc21,-2,-20,-22,i,-19,-0.16,-72,1.4,-31
c1ccc2oc(-c3csc(NCC4CCCO4)n3)cc2c1 (stereo unspecified),-4,3,-5,18,-2,-0.043,-11,0.5,0
NS(=O)(=O)c1ccc(CNC(=O)CCSCCC(=O)NCc2ccc(S(N)(=O)=O)cc2)cc1,-2,9,0,-22,4,-0.072,-16,0.8,.
COc1ccccc1N1CCN(Cc2cc(Br)c(O)c3ncccc23)CC1,-4,-2,-46,-39,-9,7.2*,-13,-0.5,-8
COC(=O)c1c(NC(C)=O)sc2c1CCCC2,-5,1,-21,0,6,0.93,-12,1.1,-7
Cc1ccc2c(c1)sc(=NC(=O)c1cccs1)n2C,1,5,-8,-44,9,0.16,-16,0.1,-2
CCOC(=O)c1ccc(S(=O)(=O)N2CCN(CCC#N)CC2)cc1,-2,9,-21,-16,5,0.38,-33,0.1,-3
Cc1ccc(C(=O)COC(=O)c2cc(Cl)nc3ccccc23)cc1,-11,5,-12,-6,-4,-0.0027,-10[20 µM],-0.3,1
Cc1nn(CC2CC2)c(=O)n1-c1ccc(C(C)C)cc1,3,-5,-18,-11,-5,-1.7,-24,1.1,-1
CC1CCN(S(=O)(=O)c2ccc(C(=O)Nc3nnc(-c4ccncc4)o3)cc2)CC1,9,-4,-20,-53,-8,-0.056,-22,1.6,4
CN(C)C(=O)Cn1c(SCC(=O)Nc2ccc3c(c2)OCO3)nc2ccccc21,-4,5,-4,25,-3,0.44,-22[20 µM],-0.1,-2
CC1(C)CC(NC(=O)Nc2ccc([N+](=O)[O-])cc2)CC(C)(C)N1,-5,0,-6,-2,-11,0.77,-9,0.3,-21
COc1cc(OC)cc(-n2nnnc2SCC(=O)Nc2ccc(C(C)=O)cc2)c1,1,9,19,12,0,-1.2,-13[20 µM],0.5,89*
COc1ccc(CCN2C(=O)C3C4CCC(C4=C(C)C)C3C2=O)cc1OC (stereo unspecified),-4,11,-10,17,4,-0.15,-5,0.1,-5
CCOC(=O)c1ccc(NC(=O)c2cc3c(C)nn(-c4ccccc4Cl)c3s2)s1,6,13,-3,-372,23,1.1,-29,1.4,0
CC1(C)CC(=O)C2=C(C1)OC(N)=C([N+](=O)[O-])C2c1ccc(F)cc1 (stereo unspecified),-1,8,-1,-14,2,-1.1,-13,1.6,-4
C=C(C)c1ccc(C(C)(C)NC(=O)N2CCN(C)CC2)cc1,-1,23,12,-7,16,1.1,-5,0.0,-4
COC(=O)CCC(=O)OC1(C)C(=O)C=C2C=C(C3CC3)N(Cc3ccco3)C=C2C1=O (stereo unspecified),0,10,3,-48,3,2.3,-4,.,0
C=CCn1cc(-c2ccc(Cl)cc2)cc(C#N)c1=O,1,-7,-6,i,-12,-0.54,-23[20 µM],-0.8,-7
Nn1c(SCc2cn3ccsc3n2)nnc1-c1ccncc1,.,11,-5,-15,-6,-0.021,-9,0.1,4
O=C(NCCc1c[nH]c2ccccc12)c1cnccn1,0,3,1,-3,-4,0.74,-8,-0.2,-17
OCCSc1nc(-c2ccccc2)nc2c1CCC2,-1,18,10,24,18,-1.2,1,-0.7,10
CN(C)c1ccc(C(=S)NCc2ccco2)cc1,1,6,-32,-103,3,1.9,-12[20 µM],0.4,0
COCCOC(=O)c1c(NC(=O)CNc2ccc(C)c(F)c2)sc(C(N)=O)c1C,15,6,6,1,-5,0.6,-26,0.2,-2
CCCNC(=O)NC(=O)COC(=O)c1oc2ccc(OCC)cc2c1C,-4,-32,-29,-162,-13,1.3,-18[20 µM],-0.5,3
O=C1CCCN1CCCNS(=O)(=O)c1cccc(F)c1,-18,8,-6,-29,-1,0.71,9,1.3,-11
Cc1ccc(S(=O)(=O)N(C)c2ccc(NS(C)(=O)=O)cc2)cc1,-2,12,3,-18,4,0.0059,-7[20 µM],0.3,5
COc1ccc(/C=C/C(=O)NCC(=O)N/N=C/c2cccnc2)cc1,15,8,-2,-22,-5,-0.13,-31,-0.4,2
COc1ccc(N2CCN(CC(=O)Nc3nnc(-c4ccccc4)s3)CC2)cc1,6,11,12,-50,3,0.55,-28,-0.1,-4
CSC1=C(C#N)C(c2ccc(C(C)C)cc2)CC(=O)N1 (stereo unspecified),-2,11,-1,-13,-1,.,-20,0.2,-7
NC1=NN=C(N2N=C(c3ccccc3)CC2(O)C(F)(F)F)n2ncnc2C1 (stereo unspecified),29,2,-22,-56,-5,0.6,-15,-0.1,0
CC1SC2(NC1=O)C1CC3CC(C1)CC2C3 (stereo unspecified),.,6,2,-4,0,0.62,-14,0.5,0
CSC1=N/C(=C\c2ccc(Br)o2)C(=O)S1,-2,8,-19,7,15,0.46,-10[20 µM],0.1,5
CC(C)C(C(=O)C=[N+]=[N-])N1C(=O)c2ccccc2C1=O (stereo unspecified),-5,6,6,-54,-18,-0.16,-12,0.9,-3
Cc1cccc(NC(=O)C2CCCN(S(=O)(=O)c3cccc4nsnc34)C2)n1 (stereo unspecified),2,13,-10,-7,1,-1.8,-20,-0.9,3
COc1cc(CCCN2C(=S)NC[C@@H]2c2ccccc2)cc(OC)c1OC,-4,13,5,18,3,2.3,-22,1.6,4
CS(=O)(=O)N1CCCC(C(=O)NCc2ccco2)C1 (stereo unspecified),1,12,-11,-3,1,1.1,-13[20 µM],1.3,4
S=C(NCCCN1CCOCC1)Nc1ccc(Cl)cc1Cl,1,7,-22,12,2,-0.25,-13,0.4,-9
COc1ccccc1NC(=O)c1sc(NC(=O)c2ccco2)c(C#N)c1C,-2,7,-7,-38,-9,0.0054,-15[20 µM],0.8,-4
CCCCNc1c(C(=O)OCC)c(=O)[nH]c2ccccc12,.,7,-5,-25,-3,.,-13[20 µM],-0.5,0
Cc1cc(Cl)ccc1NC(=O)CCC(=O)O,4,4,8,2,-10,0.74,-11,-0.1,-6
NCCCCCc1nnc(SCc2cccc(Cl)c2)o1,6,12,-1,16,3,0.28,-33,-0.4,3
COc1ccc(/C=C(\C#N)C(=O)OCC(=O)Nc2ccc(-c3nc4ccc(C)cc4s3)cc2)cc1,-24,1,15,-135,11,-0.018,-23,1.2,-7
O=C1/C(=C/c2ccccc2[N+](=O)[O-])COc2ccccc21,.,7,.,-52,1,-1.3,-24,0.9,-2
# (listing goes on)
SMILES,Rad51 HR inh,FXIIa inh 1536,KLK5 inh,Calpain2 inh,FXIa inh 1536,KCC2 mod,Furin inhibitor,PERK inh,thrombin 1536
CCCCNC(=O)c1sc2ncnc(N3CCc4ccccc4C3)c2c1C,-3,8,-9,32,2,-1.6,-21[20 µM],-0.1,0
COc1ccc(C2=NO[C@@H]3C(=O)N(Cc4ccccc4)C(=O)[C@H]23)cc1OC,-6,0,-9,-25,-8,0.069,-15[20 µM],0.3,-5
CCN(C(=O)CSc1ncccc1C(=O)OC(C)C)c1cccc(C)c1,5,14,-6,34,4,-0.68,-4[20 µM],0.0,-1
CC(C)c1nnc(NC(=O)Cc2ccccc2[N+](=O)[O-])s1,-25,11,-14,-2,4,-1.4,-29,-0.4,-4
O=C(O)CSC1CC(=O)N(c2ccc(Cl)cc2)C1=O (stereo unspecified),3,3,-14,23,-6,0.68,-18,0.7,-3
COCC(=O)N(Cc1cc2ccc(C)cc2[nH]c1=O)c1ccc(OC)cc1,5,11,6,-16,4,.,-23,0.4,5
CCc1c(-c2ccccc2)nc2sc3c(c2c1N)CCCC3,.,2,-2,-22,-1,-0.062,-18,-0.8,-12
Cc1nc(SCCOc2ccccc2)[nH]c(=O)c1Cc1ccccc1,20,0,.,-5,-5,0.1,-16,0.0,-3
COc1ccc(-c2n[nH]c(C(F)(F)F)c2-c2cc3ccccc3o2)c(O)c1,-2,19,-4,14,6,-0.46,6,-0.5,3
O=C(Cc1cccs1)N1CCC(c2nc3c(nnn3Cc3ccccc3)c(=O)[nH]2)CC1,3,-8,-5,-39,-3,.,-29,1.4,-5
COc1cccc(CNC(=O)CCC2CCCN(C(=O)c3cc(C)[nH]n3)C2)c1 (stereo unspecified),3,10,3,-18,0,-0.48,-16,1.2,-7
CC1=C(C(=O)OCC2CCCO2)C(c2ccsc2)C2=C(CC(C)(C)CC2=O)N1 (stereo unspecified),2,-14,-12,-107,-8,-1.1,-11,-0.3,-13
C/C(=N/NC(=O)c1cccc(C)c1)c1c(O)cc(C)oc1=O,6,18,-3,2,9,-0.032,-13[20 µM],0.4,5
C=CCn1c(SCC(=O)Nc2nc(C)cs2)nnc1C(CO)NC(=O)c1ccccc1 (stereo unspecified),-29,3,-2,-9,-7,0.82,-20[20 µM],0.9,-3
CC(C)(C)[C@H]1C=C(C(=O)N2CCOCC2)O[C@@H](OCCCCO)C1,6,5,0,-23,-1,0.33,-18,1.0,-6
